# Assay outcomes deposited in PubChem BioAssay by several laboratories.
# S1P3 antagonist = S1P3 receptor antagonists, primary screen, cell-based; Sphingosine 1-phosphate receptor 3 (Homo sapiens), Q99500; CHO S1P3 NFAT-BLA reporter, FRET fluorescence, antagonist mode; inhibition, % at 4.98 µM; 0.27% of 170,000 active; AID 485, 2006;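 active means inhibition above the plate cutoff, the mean inhibition of test wells on that plate plus 3 SD, cut at about 28% in these data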;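 further: cells challenged with S1P at its EC80 of 0.8 µM; blue over green emission ratio from cleaved BLA substrate after 4 h stimulation; 0% = S1P-stimulated wells and 100% = unstimulated DMSO-only wells; some compounds past the cut are filed as inactive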
# DTT redox prof = compounds producing H2O2 with reducing agent – biochemical, NIH compound library profiling, artefact control for MLSCN library redox annotation, primary screen | DTT-dependent redox cycling H2O2, phenol red/HRP absorbance; 100% = 100 µM peroxide control, 0% = buffer | 0.03% of 200,000 active | activation, % at 10 µM | AID 878, 2007;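 active means activation of at least 50% relative to the plate's high and low controls in the primary single-dose screen; inactive means activation below 50%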;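 further: compound incubated with DTT at 0.8 mM final as the reducing agent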
# TNAP inh noacc = human TNAP enzyme inhibitors, primary screen, biochemical, luminescent, no phosphate acceptor, uHTS; Alkaline phosphatase, tissue-nonspecific isozyme (Homo sapiens), P05186; purified TNAP, CDP-star luminescence, 30 min; inhibition, % at 20 µM; 0.26% of 200,000 active;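 active means tissue-nonspecific alkaline phosphatase inhibition above about 50% at 20 µM in the single-dose screen, limit read from the data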;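 further: 0% = DMSO negative control and 100% = EDTA positive control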
# Target sequence (P05186 whole entry, looked up): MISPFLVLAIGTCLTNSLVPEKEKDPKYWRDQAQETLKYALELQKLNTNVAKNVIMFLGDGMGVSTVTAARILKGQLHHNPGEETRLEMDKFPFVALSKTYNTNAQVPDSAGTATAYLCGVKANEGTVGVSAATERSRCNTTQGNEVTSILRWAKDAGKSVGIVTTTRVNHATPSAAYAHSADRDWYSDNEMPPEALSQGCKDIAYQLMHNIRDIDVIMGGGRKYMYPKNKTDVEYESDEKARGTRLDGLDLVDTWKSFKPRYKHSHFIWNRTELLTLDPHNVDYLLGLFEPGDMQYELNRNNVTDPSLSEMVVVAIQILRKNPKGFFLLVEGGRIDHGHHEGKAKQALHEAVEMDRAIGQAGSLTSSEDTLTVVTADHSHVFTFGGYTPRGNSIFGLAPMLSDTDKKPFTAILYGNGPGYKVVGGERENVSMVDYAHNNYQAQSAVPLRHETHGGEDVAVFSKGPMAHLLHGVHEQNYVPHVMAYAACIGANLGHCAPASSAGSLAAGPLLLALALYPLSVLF
# RAM inhibit = inhibitors of the yeast RAM network, primary screen, dse1pr::URA3 reporter, 5-FOA selection; S. cerevisiae dse1pr::URA3 reporter, 5-FOA growth OD615, 2 d; analog-sensitive cbk1-as2 kinase mutant strain; 1.8% of 190,000 active; inhibition, % at 50 µM;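 active means inhibition above a set limit, 3 SD over mean compound inhibition, cut at about 8.4% in these data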;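 further: 0% = DMSO-only wells with no growth and 100% = 10 µM 1-NA-PP1 full growth; inhibition rescues growth on 5-FOA so higher OD means more RAM inhibition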
# PMI act hi M6P = human PMI activators, high substrate, primary screen, biochemical, fluorescence intensity, near-saturating mannose 6-phosphate. coupled PMI enzyme assay, resazurin fluorescence, 20 min; hits give high values; 1 = untreated enzyme, 0 = substrate-free blank. activation factor at 20 µM. 0.34% of 190,000 active. AID 1216, 2008;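 active means activation factor of 2 or more at 20 µM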
# Target sequence (P34949 whole entry, looked up): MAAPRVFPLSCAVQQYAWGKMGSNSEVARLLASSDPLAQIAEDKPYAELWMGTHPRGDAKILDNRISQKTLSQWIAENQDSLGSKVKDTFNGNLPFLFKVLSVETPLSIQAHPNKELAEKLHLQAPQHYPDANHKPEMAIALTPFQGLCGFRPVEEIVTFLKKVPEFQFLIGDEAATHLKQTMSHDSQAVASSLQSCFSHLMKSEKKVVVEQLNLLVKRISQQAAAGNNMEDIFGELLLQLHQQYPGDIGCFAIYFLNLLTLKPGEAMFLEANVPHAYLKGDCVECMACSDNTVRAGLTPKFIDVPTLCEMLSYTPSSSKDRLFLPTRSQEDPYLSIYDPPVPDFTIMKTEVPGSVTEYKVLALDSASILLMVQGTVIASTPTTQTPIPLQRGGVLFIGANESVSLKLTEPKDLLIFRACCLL
#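 test system = human PMI in coupled enzyme assay | medium = HEPES-buffered pH 7.4 with magnesium and detergent | also added = 1.0 mM mannose-6-phosphate substrate with 0.22 mM NADP+ | compound = 20 µM single dose | times = 20 min incubation at room temperature | measured by = resorufin fluorescence (Ex 544/Em 590 nm) from resazurin via diaphorase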
# Efa HMGR inh = inhibitors of E. faecalis class II HMGR, primary screen, biochemical, Enterococcus faecalis. HMG-CoA reductase (Enterococcus faecalis, mvaE). purified E. faecalis HMGR, NADPH absorbance 340 nm kinetic. inhibition, % at 10 µM. 0.41% of 190,000 active;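 active means inhibition above a set limit, the median over all tested compounds plus 3 SD, cut at about 9.5% in these data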;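 further: enzyme runs in reverse so mevalonate oxidation gives rising NADPH absorbance; 0% = complete reaction with DMSO and 100% = background rate lacking mevalonate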
# Hsp70 activator = Hsp70 transcriptional activators, primary screen, cell-based, HeLa, Hsp70 promoter luciferase, luminescence, 10 µM | HeLa Hsp70 promoter luciferase reporter; scaled: vehicle 0, proteasome-inhibitor control 100% | activation, % at 10 µM | 0.04% of 200,000 active | AID 1203, 2008;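 active means activation above the mean across all tested compounds plus 3 SD, cutoff set per campaign, cut at about 5.5% in these data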;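 further: 100% = MG132 at 30 µM as the positive control and 0% = DMSO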
# L major viab = Leishmania major promastigote growth inhibition, primary screen | 9% of 200,000 active | Leishmania major promastigotes, resazurin fluorescence viability | inhibition, % at 10 µM; in the data active means inhibition above about 50%;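 further: promastigotes grown with compound for 44 hours at 28 °C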
# PMI activator = activators of human PMI, primary screen, biochemical, fluorescence intensity, near-Km mannose 6-phosphate | Mannose-6-phosphate isomerase (Homo sapiens), P34949 | purified human PMI, coupled resazurin fluorescence, 20 min; hits give high values; 1 = vehicle control, 0 substrate-free wells | activation factor at 20 µM | 0.005% of 190,000 active;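 active means activation factor of 2 or more at 20 µM, relative to plate controls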
# TNAP inh hi DEA = human TNAP enzyme inhibitors, primary screen, biochemical, luminescent, high phosphate acceptor level, uHTS; AID 1135, 2008; Alkaline phosphatase, tissue-nonspecific isozyme (Homo sapiens), P05186; inhibition, % at 20 µM; 0.03% of 200,000 active; purified TNAP, CDP-star luminescence, 1 M DEA;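 active means over 50% inhibition of tissue-nonspecific alkaline phosphatase at 20 µM in the single-dose screen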;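 further: plate controls were DMSO wells for no effect and EDTA-quenched wells as full inhibition for full effect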
# An asterisk follows results filed as active; . = not tested or not shown.
SMILES,S1P3 antagonist,DTT redox prof,TNAP inh noacc,RAM inhibit,PMI act hi M6P,Efa HMGR inh,Hsp70 activator,L major viab,PMI activator,TNAP inh hi DEA
O=C1CCC(=O)N1CN(Cc1ccco1)CN1C(=O)CCC1=O,.,-0.2,-4,0.2,0.9,-3,-0.3,0,0.9,-7
Cc1ccc(C)c(NC(=S)N2CCCCCC2)c1,.,1.2,-7,-0.2,0.9,-5,-0.1,-6,1,0
CCOC(=O)c1cnc2c(cnn2C)c1NCCC#N,.,1.8,1,-0.5,0.9,-3,-0.2,4,0.8,2
O=C(NCCCCc1ccccc1)C1CC(c2cccc([N+](=O)[O-])c2)=NO1 (stereo unspecified),.,-5.0,5,4.5,0.9,-4,-0.1,3,0.9,0
Cc1[nH][nH]c(=O)c1C(c1ccccc1[N+](=O)[O-])C(C#N)C#N (stereo unspecified),-15,-1.2,-1,-0.7,0.7,-1,-0.1,26,1,8
CC(C)(O)P(C)(=O)c1ccccc1 (stereo unspecified),28,0.1,-13,0.1,1.1,-7,-0.2,-6,1,-5
O=C(N[C@@H](Cc1ccc(O)cc1)C(=O)O)c1ccc(C(F)(F)F)cc1,-14,2.8,-9,-0.5,0.9,2,-0.3,12,0.9,-8
Cc1ccccc1NC(=O)N(CCc1nc2ccccc2[nH]1)Cc1ccccc1,.,-1.0,-16,3.6,1,-4,-0.2,58*,1.1,-5
CCCC(c1nnnn1Cc1ccccc1)N1CCC(C(N)=O)CC1 (stereo unspecified),-3,1.0,-16,1.1,1,2,-0.1,-4,0.9,-8
C#CCOCCOCCOCCNc1nc(N2CCN(C(=O)[C@H]([C@@H](C)CC)n3cc(CCCN=C(N)N)nn3)CC2)nc(N2CCN(C(=O)[C@H](CCCCN)n3cc(CCCC)nn3)CC2)n1,-1,0.2,-18,1.1,1.1,-4,-0.1,-2,1.1,-10
CC(=O)NC(Cc1ccccc1)C(=O)NC1CCN(C(=O)NC2CCCCC2)CC1 (stereo unspecified),-37,0.0,-7,1.4,1,0,-0.4,0,1.1,0
Cc1cc(=O)[nH]c(-c2ccccc2)n1,.,0.1,-11,0.6,1,1,-0.2,-2,0.9,-4
Cc1ccc(O)c(C(=O)c2cnc3c(c2)COc2ccccc2-3)c1,.,-0.4,2,3.2,1,-4,-0.2,-1,1,3
O=C1NC2c3ccccc3C(=O)N2c2c1cnn2-c1ccccc1 (stereo unspecified),.,-2.1,-9,2.8,1,6,-0.2,5,1,-4
CC(C)Oc1cccc(C(=O)NC(=S)NCc2cccnc2)c1,10,-0.6,-16,0.9,0.9,1,-0.5,-8,0.8,-3
c1ccc(-c2nnc3ccc(N4CCC5(CC4)OCCO5)nn23)cc1,3,0.1,-13,1.9,1,-1,0.1,6,0.9,-4
CCCCc1c(C)c(C#N)c2nc3ccccc3n2c1Cl,-6,0.6,-8,4.3,0.9,-4,0.2,100*,0.8,4
CCN(CC)C(=O)CSC1=C(C#N)C(c2cccs2)C=C(C)N1 (stereo unspecified),.,-0.8,3,4.5,1.3,0,-0.5,8,1.2,-4
CC(=O)C1C(c2ccc(OC(F)F)cc2)NC(=O)NC1(O)C(F)(F)F (stereo unspecified),7,-4.0,-13,-0.1,1.1,3,-0.2,-4,1.1,-4
Cc1ccc(Oc2cc(-n3nc(C)cc3C)ncn2)cc1,.,-2.4,-8,-0.2,1,-2,2.0,-1,1,0
CC1(C)CC(=O)C2=C(C1)OC(N)=C(C#N)[C@@]21C(=O)N(CC(N)=O)c2ccccc21,.,1.0,-10,-0.5,1,-2,-0.1,-3,1.1,-3
COc1ccc(CC(=O)NCCN2CCCC2)cc1,.,0.7,-6,-1.1,1.1,-9,-0.4,-4,1.1,-6
O=S1(=O)CCN2N=C(C3CC3)SC2=N1,-9,0.5,-17,1.8,1,2,-0.3,-6,1,-8
O=C(CCCCCNC(=S)Nc1ccccc1)C[N+](=O)[O-],-9,-2.0,-22,-0.1,1,-5,0.0,4,1,-2
CCCn1c(SCC(=O)Nc2sc(C)c(C)c2C#N)nnc1C(C)C,.,2.0,7,0.3,1.1,-4,-0.4,-1,1.1,-3
# Further compounds follow:
SMILES,S1P3 antagonist,DTT redox prof,TNAP inh noacc,RAM inhibit,PMI act hi M6P,Efa HMGR inh,Hsp70 activator,L major viab,PMI activator,TNAP inh hi DEA
NS(=O)(=O)c1ccc(CCNC(=S)NC2CCCC2)cc1,8,-0.9,-10,1.7,1,3,-0.3,-5,1,-7
Cc1cc(O)c(-c2cc(C(=O)Nc3ccc(S(=O)(=O)N4CCOCC4)cc3)[nH]n2)cc1C,-6,1.1,-30,2.2,0.8,4,-0.2,48,0.9,0
CCOC(=O)N1CCN(C(=O)CSCc2nc(-c3ccccc3C)oc2C)CC1,-33,2.1,-27,1.4,1.1,-1,-0.3,0,1,-2
COc1cccc(NC2C=CS(=O)(=O)C2)c1 (stereo unspecified),.,1.2,-8,0.7,0.7,-3,0.4,0,0.9,-1
COc1cc2c(cc1OC)C(c1ccco1)CC(=O)N2 (stereo unspecified),-34,-0.2,-3,0.0,0.8,2,-0.3,-4,0.8,1
O=C(CSc1nnc(-c2ccccn2)n1-c1ccc(Cl)cc1)Nc1ccc2c(c1)OCO2,.,-1.6,-3,3.1,1,0,-0.3,-1,0.9,-6
O=C(Cn1cnc2ccccc2c1=O)NCC1COc2ccccc2O1 (stereo unspecified),.,0.2,-8,0.9,0.9,-4,0.0,-5,0.9,0
COC(=O)C(C(=O)OC)c1ccc(NC(=O)c2cccc(Cl)c2)cc1,3,-0.9,-6,2.8,1.1,-2,0.4,-2,1.1,-8
CCCCCCCC(=O)N/N=C/c1ccco1,.,-4.2,-3,-0.1,1,1,-0.2,-5,0.9,1
COc1ccccc1C(=O)N1CCN(Cc2nc3cc([N+](=O)[O-])ccc3n2C)CC1,6,-0.1,-3,0.1,0.7,0,0.2,4,0.9,0
CN(CC(=O)Nc1ccc(S(=O)(=O)N2CCCC2)cc1)CC(=O)Nc1cccc(F)c1,7,0.1,-10,0.3,1,-3,-0.4,20,1,0
Cc1cc(C)c(OCCNC(=O)c2ccccc2Sc2ccccc2C#N)c(C)c1,-9,0.3,2,20*,0.9,1,-0.4,100*,0.8,-1
CCOc1ccccc1NC(=O)c1cc(S(=O)(=O)N2CCC3(CC2)OCCO3)ccc1F,.,-0.1,1,-0.1,0.9,-1,-0.1,9,0.8,-3
CCOC(=O)c1c(C)[nH]c(C2=NNC(=Nc3ccccc3OC)SC2)c1C,-3,0.1,-26,4.2,0.9,-1,0.0,2,0.8,-1
C=CCc1c(C)[nH]c2ccc(C)cc2c1=O,-2,2.6,-9,2.1,1,1,0.2,20,0.9,0
O=C(CCNC(=O)c1ccccc1)OCC(=O)c1cccc(Cl)c1,5,-0.9,6,2.1,0.9,-9,-0.3,-11,1,-2
CCS(=O)(=O)NC(C)C(c1cccs1)N1CCN(c2ccc(F)cc2)CC1 (stereo unspecified),.,0.2,5,1.2,0.9,-6,0.0,2,0.9,-3
O=C(O)C1C2C=CC(C2)C1C(=O)NCCCn1ccnc1 (stereo unspecified),21,0.8,-9,1.1,0.9,0,-0.2,-3,0.8,-1
O=C1CCCC/C1=N\Nc1ccc(OCc2ccccc2)cc1,-9,0.0,2,1.0,2.5*,-3,-0.4,4,1.7,5
CCS(=O)(=O)NCCc1csc(C)n1,3,1.6,-19,0.1,1,-6,0.0,-6,1,-8
COc1cc(N(C)C)c([N+](=O)[O-])cc1C(=O)NC(C)CNc1ccc([N+](=O)[O-])cc1Cl (stereo unspecified),-6,1.2,-1,4.8,0.9,-1,-0.3,31,0.8,6
CC(NC(=O)c1cc(COc2c(F)cccc2F)on1)c1cnn(-c2ccccc2)c1 (stereo unspecified),9,-0.8,-8,4.1,0.9,-6,-0.2,-6,0.8,-7
COCCNC(=S)Nc1cc(S(=O)(=O)N2CCOCC2)ccc1N1CCCCC1,-19,0.5,-10,2.9,0.7,7,-0.2,-3,0.4,2
CC(c1ccco1)N(C(=O)Nc1ccccc1)C1CCCCC1 (stereo unspecified),.,-18,-4,-0.1,1,1,0.1,25,1,-2
CC(C)NC(=O)NC(=O)COC(=O)C1(C)CC1(Cl)Cl (stereo unspecified),-21,-2.2,-14,0.6,1,-4,0.1,-3,1,-4

# Three entries already listed, ordered by their value in TNAP inh hi DEA, rising:
Molecule,TNAP inh hi DEA
O=S1(=O)CCN2N=C(C3CC3)SC2=N1,-8
CCOC(=O)c1c(C)[nH]c(C2=NNC(=Nc3ccccc3OC)SC2)c1C,-1
C=CCc1c(C)[nH]c2ccc(C)cc2c1=O,0

# (listing goes on)
SMILES,S1P3 antagonist,DTT redox prof,TNAP inh noacc,RAM inhibit,PMI act hi M6P,Efa HMGR inh,Hsp70 activator,L major viab,PMI activator,TNAP inh hi DEA
CN1CCN(NC(=O)c2ccc(S(=O)(=O)N3CCCCCC3)cc2)CC1,-21,-1.1,2,1.6,1.1,2,-0.1,0,1.3,2
CC(C)(C)N1NC(=O)Nc2ccccc2C1=O,.,0.4,-11,0.3,1,3,-0.3,-4,0.9,-6
CCOC(=O)C(NC(=O)c1ccccc1)(N1CCOCC1)C(F)(F)F (stereo unspecified),5,1.8,-7,2.5,0.9,-1,0.0,-7,0.9,-1
CC(C)NS(=O)(=O)c1ccc2c(c1)NCC2,-10,0.1,-19,1.6,1,6,0.1,49,1,-4
CCC(=O)N(CC)Cc1cc(=O)[nH]c2ccccc12,-12,-0.7,-10,1.9,1,-5,-0.2,-6,1,-3
O=C(Nc1cc(C(F)(F)F)ccc1N1CCOCC1)c1cccnc1Cl,.,0.1,-7,1.1,0.9,-6,-0.4,-2,0.9,-3
Cc1cc2ccccc2n2c(SCC(=O)NCC3CCCO3)nnc12 (stereo unspecified),-18,-0.3,-6,2.5,0.9,-1,-0.2,-4,0.9,-2
Cc1ccc(C(=O)Nc2ccc(N3CCOCC3)cc2)cc1,6,-0.5,-6,0.0,0.9,2,-0.1,-4,0.9,1
Cc1ccc(CC(=O)OCCNC(=O)c2cccnc2)cc1,-15,0.0,-13,-0.3,1.1,0,-0.6,-3,1.1,-4
COc1cccc(C(O)c2nc3ccccc3n2C(C)C)c1 (stereo unspecified),.,0.2,-9,0.7,1,-4,-0.2,23,1,-6
